# From PubChem
# USP1 inh – blocks the human USP1/UAF1 deubiquitinase complex; O94782; recombinant USP1/UAF1, Ub-Rhodamine cleavage fluorescence; Potency, µM (series often up to 57.1 µM), without a hit: at the top dose activity change, negative = inhibition, most hits filed as inhibitors; actives 0.23% (n = 390,000); note: % is set by controls: 0 for no effect and ±100 for the full control effect; nearly all actives have a fitted effect of over 60% in size; inactives centre near -12
# Target sequence (O94782 whole entry, looked up): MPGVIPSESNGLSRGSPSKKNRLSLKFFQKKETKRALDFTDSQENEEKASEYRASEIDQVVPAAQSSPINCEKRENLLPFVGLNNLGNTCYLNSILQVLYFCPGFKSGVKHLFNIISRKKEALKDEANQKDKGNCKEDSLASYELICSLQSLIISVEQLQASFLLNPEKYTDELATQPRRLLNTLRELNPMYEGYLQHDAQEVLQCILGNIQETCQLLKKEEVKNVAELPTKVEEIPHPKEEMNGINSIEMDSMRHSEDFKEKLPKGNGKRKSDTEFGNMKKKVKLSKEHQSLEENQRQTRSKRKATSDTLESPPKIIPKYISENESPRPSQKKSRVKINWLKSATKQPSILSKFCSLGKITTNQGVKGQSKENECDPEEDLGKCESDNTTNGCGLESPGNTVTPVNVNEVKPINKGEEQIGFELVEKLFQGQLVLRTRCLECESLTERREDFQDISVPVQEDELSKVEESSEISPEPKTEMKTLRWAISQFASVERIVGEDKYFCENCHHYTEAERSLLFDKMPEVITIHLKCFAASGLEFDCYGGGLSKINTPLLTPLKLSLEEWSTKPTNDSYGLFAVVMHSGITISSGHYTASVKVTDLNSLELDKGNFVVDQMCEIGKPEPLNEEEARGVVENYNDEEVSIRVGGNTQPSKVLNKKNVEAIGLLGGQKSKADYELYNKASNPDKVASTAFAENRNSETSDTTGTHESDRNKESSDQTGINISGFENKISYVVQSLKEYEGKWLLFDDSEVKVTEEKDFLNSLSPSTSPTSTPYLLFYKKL
#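 USP1/UAF1 complex (1 nM) preincubated 15 min at room temperature with compound, then Ub-Rho substrate (150 nM final) added. Kinetic fluorescence at 480/540 nm over 6 reads at 60 s intervals; 50 mM HEPES pH 7.8, 0.5 mM EDTA, 0.1 mg/ml BSA, 1 mM TCEP, 0.01% Tween-20.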
# Vif-A3G inh – Vif-A3G binding inhibition. actives 0.076% (n = 410,000). AID 602310. Potency, µM (series often up to 46.1 µM), for the others: at the top dose activity, negative = active, actives largely listed as inhibitors. Q9HC16. HeLa A3G-eYFP + Vif (tagged APOBEC3G with the HIV-1 protein that degrades it), YFP fluorescence, overnight;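 note: % is set by controls: 0 for no effect and ±100 for the full control effect; nearly all actives have a fitted effect of over 60% in size; hits raise eYFP signal because A3G escapes Vif-driven loss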
#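 Read-out is eYFP fluorescence (Ex 488/Em 500-530) from Vif-expressing HeLa A3G-eYFP cells; more signal means A3G escaped Vif-mediated degradation. Cells plated overnight, compound pinned in, incubated overnight at 37 deg C.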
# ALOX12 inh – blocks human arachidonate 12S-lipoxygenase | AID 1671190 | purified 12hLO, xylenol orange hydroperoxide absorbance | P18054 | Potency, µM (highest dose often 108 µM), inactives show at the top dose activity change, negative = inhibition, hits mostly inhibitors | actives 1.1% (n = 580,000); note: % is set by controls: 0 for no effect and ±100 for the full control effect
#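 Purified human 12hLO at 150 nM in 25 mM Hepes, 0.01% Triton X-100, pH 7.0, preincubated 15 min at room temperature with compound. Reaction started with 40 uM arachidonic acid, 30 min at room temperature. Hydroperoxide measured by Fe-xylenol orange, 573/405 nm absorbance ratio.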
# Vif-A3F inh – inhibitors of Vif-A3F interaction | HeLa A3F-eYFP + Vif (tagged APOBEC3F with the HIV-1 protein that degrades it), YFP fluorescence increase | Potency, µM (doses to about 46.1 µM), for the others: top-dose activity, negative = active | actives 0.2% (n = 390,000) | AID 602313; note: % of control where 0% means no effect; nearly all actives have a fitted effect of over 65% in size
#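 HeLa cells stably expressing A3F-eYFP plus Vif, plated and incubated overnight at 37 deg C, then exposed to compounds overnight at 37 deg C. Blocked degradation read as raised yellow fluorescence (Ex 488/Em 500-530).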
# RGS4 inhibitor – human RGS4 inhibition; P49798; actives 0.039% (n = 390,000); Potency, µM (titrated, usually from 114 µM), inactives show at the top dose activity change, negative = inhibition, actives largely listed as inhibitors; Transcreener GDP fluorescence polarization, RGS4-accelerated GTP hydrolysis; note: % is set by controls: 0 for no effect and ±100 for the full control effect; nearly all actives have a fitted effect of over 75% in size; some results filed as inactive show a strong effect at the top dose
# Target sequence (P49798 whole entry, looked up): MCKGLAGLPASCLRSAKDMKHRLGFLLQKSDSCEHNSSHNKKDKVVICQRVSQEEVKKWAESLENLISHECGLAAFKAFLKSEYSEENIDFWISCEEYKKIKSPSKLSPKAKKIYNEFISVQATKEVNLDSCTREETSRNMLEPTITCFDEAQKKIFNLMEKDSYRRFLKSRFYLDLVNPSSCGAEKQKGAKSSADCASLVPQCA
#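 MLSMR compounds (23 nl, pin-transferred) preincubated 10 min at room temperature with a 500nM (2x) first reagent, then RGS4 at 900nM (2x) plus Transcreener GDP mix added; fluorescence polarization (620/688 nm) read before and after 90 min at 30 °C.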
# IDH1 R132H inh – human IDH1 R132H inhibition; actives 0.093% (n = 390,000); O75874; Potency, µM (series often up to 76.6 µM), for inactives: top-dose activity change, negative = inhibition, hits mostly inhibitors; IDH1-R132H enzyme, NADPH consumption, diaphorase/resazurin fluorescence; note: % is set by controls: 0 for no effect and ±100 for the full control effect; nearly all actives have a fitted effect of over 65% in size
#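 IDH1-R132H (0.5 ug/mL) preincubated 30 min with compound, then NADPH (0.016 mM) and alpha-KG (2 mM) added; 80 min at RT, pH 7.5. Remaining NADPH coupled via diaphorase/resazurin to fluorescence (540/590 nm); concentration-response curves normalized to no-enzyme control.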
# TrxR1 inh – rat TrxR1 inhibition; recombinant rTrxR1, NADPH fluorescence consumption, selenite substrate; Potency, µM (titrated, usually from 114 µM), without a hit: at the highest dose activity change, negative = inhibition, hits mostly inhibitors; actives 1% (n = 390,000); AID 588453; note: % is set by controls: 0 for no effect and ±100 for the full control effect; nearly all actives have a fitted effect of over 65% in size
#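 Rat TrxR1 (90 nM in the dispensed reagent) was pre-reduced with 400 uM NADPH for 5 min at room temperature, then incubated with compound for 15 min. After 400 uM selenite was added, NADPH fluorescence (Ex 340/Em 450 nm) was followed for 8 min.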
# RXFP1 ag – agonists of human relaxin receptor RXFP1 | HEK293T-RXFP1 cAMP TR-FRET, 30 min; response scale: percent of porcine relaxin response, buffer zero | actives 0.3% (n = 370,000) | Q9HBX9 | Potency, µM (titrated, usually from 57.5 µM), without a hit: at the highest dose activation, usual class: activators; note: % is set by controls: 0 for no effect and ±100 for the full control effect; nearly all actives have a fitted effect of over 60% in size; many of its hits are not listed in these tables
#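 Agonist response is measured as cAMP accumulation in an RXFP1-transfected HEK293T line under PDE4 inhibition. Values are scaled between buffer-only and 29 nM porcine relaxin, and EC50s come from standard Hill equation fits.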
# TrxR1 substrate – is turned over as a substrate by rat TrxR1; Potency, µM (highest dose often 114 µM), without a hit: top-dose activity change, negative = substrate turnover; purified TrxR1 substrate turnover, NADPH consumption readout; O89049; actives 0.01% (n = 390,000); note: % is set by controls: 0 for no effect and ±100 for the full control effect; nearly all actives have a fitted effect of over 50% in size
#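 Rat TrxR1, dispensed at 90 nM, was prereduced with 400 uM NADPH (final) for 5 min at ~22 deg C, then incubated with compound 15 min before 400 uM selenite. A first-read NADPH fluorescence drop versus no-compound background flagged substrates.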
# An asterisk follows results filed as active; ? = inconclusive; . = not tested or not shown; & = joins results of further samples; [ ] = another dose, or the depositor's remark. Calls come from the whole dose curve; as a rule, active = well fitted curve in the direction sought with a large enough effect; inconclusive = small, poorly fitted or top-dose-only effect, or another doubt; inactive = no such curve, though single readings can be large; an effect the other way counts as inactive or inconclusive. Potency is the fitted concentration of half-maximal effect. This is a subset; rates above refer to the full screens.
SMILES,USP1 inh,Vif-A3G inh,ALOX12 inh,Vif-A3F inh,RGS4 inhibitor,IDH1 R132H inh,TrxR1 inh,RXFP1 ag,TrxR1 substrate
COc1ccc(CCc2nnc(CCC(=O)NCc3ccc4ncccc4c3)o2)cc1,-0.6%,6.5%,1.0%,13.7%,13.2%,-9.8%,17.4%[57.1 µM],-1.5%,5.2%[57.1 µM]
CCOc1ccc(S(=O)(=O)NCc2cccs2)cc1,-4.9%,-0.9%,9.2%,-6.6%,-12.7%,3.2%,15.5%,-1.5%,-1.5%
O=C(Cc1cccs1)N/N=C\c1ccc(O)cc1,-18.0%,-2.0%,7.9%,-6.2%,29.7%,-0.3%,6.7%,0.5%,-6.3%
COCCCNC(=O)c1cc2n(n1)CCCN(Cc1ccc(C)cc1)C2=O,-13.7%,2.9%,-10.5%,3.1%,-7.0%,12.5%,2.7%[57.1 µM],1.8%,1.4%[57.1 µM]
O=C(c1cccc(C(F)(F)F)c1)C1CCCN(Cc2cccn2-c2ccccn2)C1 (configuration not stated),-1.9%,5.6%,.,2.0%,-23.1%,0.9%,23.3%[57.1 µM],-0.1%,8.3%[57.1 µM]
O=C(Nc1ccc(-c2nc3ccccc3[nH]2)cc1)c1ccc2c(c1)OCO2,-14.5%,-16.6%,12.9%,-6.7%,?,3.8%,44.0%[activator],2.6%,35.0%
COC(=O)C(Cc1c[nH]c2ccccc12)NC(=O)CCNC(=O)c1ccco1 (configuration not stated),-25.1%,-6.5%,-2.8%,1.4%,.,8.2%,.,.,.
Cc1ccc(-c2nnc(N3CCCCC3)c3ccccc23)cc1S(=O)(=O)N(C)C,6.5%,-0.4%,18.1%,-0.5%,9.2%,7.3%,8.0%,1.2%,-5.5%
COc1ccc(OC)c(C(=O)COC(=O)c2cc(C)oc2C)c1,-7.0%,-5.4%,-13.8%,-3.4%,6.5%,4.2%,-9.1%,0.3%,-0.1%
Cc1cc([N+](=O)[O-])nn1CC(=O)NCCCn1ccnc1,-21.8%,-13.1%,-6.6%,-2.1%,-20.5%,-7.9%,0.0%,1.3%,-0.8%
CCCCSc1nnc2c(n1)OC(C)N(C(C)=O)c1ccccc1-2 (configuration not stated),-10.1%,1.0%,-1.7%,1.5%,9.9%,14.4%,2.0%,6.1%,-0.9%
COc1cc(/C=N/NC(=O)c2cccc(N3CCCC3=O)c2)ccc1O,-21.5%,0.0%,-3.6%,-9.2%,-11.4%,11.9%,4.5%,1.5%,-6.3%
CCc1ccc(NC(=O)CSc2ccc(-c3ccco3)nn2)cc1,-14.3%,-4.9%,11.9%,-4.3%,?,-2.4%,?,-1.5%,1.1%
CCN1CCN(CCCNC(=O)c2cnn(-c3ccccc3)c2C2CCN(C(=O)OC(C)(C)C)CC2)CC1,?,2.2%,-12.1%,-4.6%,5.7%,42.3%[activator],-0.7%,-5.8%,-6.3%
Cc1ccc([C@@H]2[C@@H]3C(=O)N(C)C(=O)[C@@H]3[C@]3(Cc4ccccc4)C(=O)N(Cc4ccccc4)CC(=O)N23)o1,-11.5%,3.1%,-3.3%,0.5%,-9.7%,1.8%,4.4%,-0.6%,-0.1%
CCc1ccccc1Nc1nc2ccccc2c2nncn12,-2.8%,-2.4%,-0.7%,4.2%,1.8%,1.9%,-6.5%,1.6%,-4.2%
Cc1cc([N+](=O)[O-])ccc1Nc1nc2ccccc2n2cnnc12,-19.3%,-0.4%,11.4%,-8.5%,?,-3.8%,9.5%,4.9%,1.0%
O=C(Cn1c(-c2ccccc2)c[n+]2ccsc12)c1ccccc1,-5.6%,2.8%,-6.8%,2.0%,20.6%,-7.2%,2.2%,3.2%,-3.2%
Cn1nnnc1SCC(=O)N1c2ccccc2CCc2ccccc21,-10.7%,-3.5%,-6.7%,-4.5%,34.2%,5.8%,20.0%,1.1%,9.1%
CCCNC(=O)N1[C@H](c2cccs2)[C@@H](C)C(=O)[C@@H](C)[C@@H]1c1cccs1,-7.6%,-1.6%,-15.1%,3.9%,4.5%,18.3%,8.0%,1.5%,1.3%
Cc1nnc(NC(=O)C2CCCN(c3ncccn3)C2)s1 (configuration not stated),-9.0%,-0.8%,-4.3%,-3.4%,-7.1%,3.5%,9.3%[57.1 µM],-0.8%,8.3%[57.1 µM]
Cc1cc(C)n(CCCNC(=O)CCNS(=O)(=O)c2ccccc2C(F)(F)F)n1,-6.7%,0.0%,0.8%,9.0%,0.6%,-0.7%,-2.5%,-1.0%,-3.9%
Cc1cccc(NC(=O)CSc2cc(C)c3ccccc3n2)c1,-28.9%,.,?,.,-16.2%,.,2.8%,13.1%,-2.1%
N/C(CS(=O)(=O)c1ccccn1)=N\OC(=O)c1ccc(Cl)cc1,-2.7%,-1.3%,0.0%,?,21.2%,15.3%,3.5%[57.1 µM],0.1%,5.5%[57.1 µM]

# Entries listed so far containing fluorine (2):
SMILES,USP1 inh,Vif-A3G inh,ALOX12 inh,Vif-A3F inh,RGS4 inhibitor,IDH1 R132H inh,TrxR1 inh,RXFP1 ag,TrxR1 substrate
O=C(c1cccc(C(F)(F)F)c1)C1CCCN(Cc2cccn2-c2ccccn2)C1 (configuration not stated),-1.9%,5.6%,.,2.0%,-23.1%,0.9%,23.3%[57.1 µM],-0.1%,8.3%[57.1 µM]
Cc1cc(C)n(CCCNC(=O)CCNS(=O)(=O)c2ccccc2C(F)(F)F)n1,-6.7%,0.0%,0.8%,9.0%,0.6%,-0.7%,-2.5%,-1.0%,-3.9%

# The results go on.
SMILES,USP1 inh,Vif-A3G inh,ALOX12 inh,Vif-A3F inh,RGS4 inhibitor,IDH1 R132H inh,TrxR1 inh,RXFP1 ag,TrxR1 substrate
Cc1cc(C)c(NC(=O)Cn2c(=O)n(CCCCC(=O)NCc3ccccc3Cl)c(=O)c3ccccc32)c(C)c1,-6.0%,7.2%,?,?,8.0%,-1.0%,14.0%,4.6%,-2.7%
CCCn1nc(C(=O)NCC(C)(C)N2CCOCC2)c2ccccc2c1=O,-5.5%,0.7%,20.4%&-0.7%,-9.3%,29.3%,0.9%,9.6%[57.1 µM],1.7%,2.6%[57.1 µM]
COc1ccccc1N1CCN(C(=O)c2cc(-c3ccc4c(c3)OCO4)on2)CC1,3.9%,1.8%,22.6%,-0.9%,-5.4%,-0.6%,-31.7%,1.3%,0.2%
NC(=O)C1C2CCC(C2)C1C(N)=O (configuration not stated),?,0.6%,13.7%,9.3%,-28.6%,4.6%,15.6%[57.1 µM],.,-2.2%[57.1 µM]
CC12CCC(=O)N1C(C(=O)Nc1cc(C(F)(F)F)ccc1N1CCOCC1)CS2 (configuration not stated),-3.2%,0.6%,3.9%,6.8%,7.5%,5.4%,4.9%,-1.3%,-7.2%
CCCN1CCN(CCCNC(=O)Cn2nc(C)n3c(cc4cc(OC)ccc43)c2=O)CC1,-25.7%,2.1%,2.1%,-0.2%,3.4%,-1.7%,25.3%,-1.7%,19.8%
Cc1cccc(NC(=O)CNC(=O)COC(=O)C2CC2C)c1C (configuration not stated),-19.8%,-2.4%,22.4%,?,-3.0%,-0.8%,-5.7%,.,-5.4%
Cc1[nH]c(=O)[nH]c(=O)c1S(=O)(=O)N1CCN(c2ccccc2)CC1,-23.3%,0.1%,-2.2%,-12.9%,13.7%,-7.1%,16.3%,2.7%,1.5%
O=C(O)c1cc2c(=O)c3ccccc3oc2nc1C(F)(F)F,-5.7%,-10.4%,-2.6%,-25.2%,-41.7%[56.9 µM],-2.6%,-0.9%,5.9%,4.7%
COc1ccccc1N1C(=O)c2ccc(C(=O)Nc3ccccc3O)cc2C1=O,-21.4%,0.6%,12.5%,0.9%,11.2%,-7.3%,21.3%,-3.8%,1.5%
CCOC(=O)CSc1nc(C)cc(C)n1,-15.2%,0.3%,11.1%,1.0%,9.5%,0.3%,1.9%[57.1 µM],-0.2%,4.2%[57.1 µM]
COc1ccc(N2C3=C(CC4=C2CCCC4=O)C(=O)CCC3)cc1,-13.9%,-12.3%,?,2.9%,?,9.8%,?,-0.7%,23.8%
O=C(COc1ccccc1Cl)Nc1cc(Cl)ccc1O,-14.9%,-3.3%,-11.7%,-4.1%,3.2%,3.7%,20.5%,-1.1%,6.0%
O=C(Nc1cnns1)Oc1ccccc1,-25.3%,0.9%,5.0%,-11.9%,.,-7.3%,.,.,.
Cc1cc(C)c(S(=O)(=O)N2CCOC2CNC(=O)C(=O)NCCc2c[nH]c3ccccc23)c(C)c1 (configuration not stated),-14.2%,-0.8%,4.2%,0.2%,-13.5%,-6.1%,16.1%[57.1 µM],0.0%,-1.6%[57.1 µM]
CCOC(=O)c1c(C)c(-c2ccccc2)n(CC(=O)Nc2cccc(C)c2C)c1C,-11.9%,2.3%,-20.8%,-14.1%,1.4%,-5.3%,16.7%,-1.0%,3.3%
CCN(CC)C(=O)CSc1nc2c(sc(=S)n2-c2ccccc2)c(=O)n1-c1ccc(OC)c(OC)c1,-23.2%,-7.3%,39.1%[activator],-9.1%,-19.5%,0.0%,11.7%,2.9%,-1.8%
